# Screens as filed in PubChem BioAssay.
# Tau fibril FP = qHTS for Inhibitors of Tau Fibril Formation, Fluorescence Polarization; Microtubule-associated protein tau (Homo sapiens), P10636; K18 P301L tau heparin fibrillization, Alexa594 FP, 6 h; Potency, µM (highest dose often 57.7 µM), without a hit: at the highest dose activity, negative = inhibition, actives largely listed as inhibitors; 0.39% of 280,000 active; further: on the % scale 0 is the no-effect control and ±100 the full control effect; nearly all actives have a fitted effect of over 55% in size
# Target sequence (P10636 561-689 P618L limits assumed): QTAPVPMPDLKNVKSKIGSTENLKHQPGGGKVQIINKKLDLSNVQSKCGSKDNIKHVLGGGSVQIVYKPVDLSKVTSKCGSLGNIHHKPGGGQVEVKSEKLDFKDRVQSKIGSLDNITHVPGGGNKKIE
#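 FP of Alexa 594-tau after heparin (20 uM) induction. Substrate: human K18 P301L, 15 uM unlabeled, 0.24 uM labeled. Buffer 100 mM sodium acetate pH 7. 6 hr, 37 C.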
# JMJD2E inh = qHTS Assay for Inhibitors of Human Jumonji Domain Containing 2E (JMJD2E) | Lysine-specific demethylase 4E (Homo sapiens), B2RXH2 | JMJD2E catalytic domain, FDH-coupled NADH fluorescence (FDH is formaldehyde dehydrogenase) | Potency, µM (top dose mostly 57.1 µM), for inactives: at the top dose activity change, negative = inhibition, hits mostly inhibitors | 1.6% of 230,000 active | AID 2147, 2009; active means well fitted inhibition curve with a large enough effect, not every such curve was filed as active; inconclusive means small, poorly fitted or top-dose-only effect, or another doubt; inactive means no such curve, though single readings can be large or run the other way;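 further: 0% = wells with enzyme and -100% = buffer wells without enzyme; nearly all actives have a fitted effect of over 50% in size; many of its hits are not listed in these tables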
# Target sequence (B2RXH2 1-337 limits assumed): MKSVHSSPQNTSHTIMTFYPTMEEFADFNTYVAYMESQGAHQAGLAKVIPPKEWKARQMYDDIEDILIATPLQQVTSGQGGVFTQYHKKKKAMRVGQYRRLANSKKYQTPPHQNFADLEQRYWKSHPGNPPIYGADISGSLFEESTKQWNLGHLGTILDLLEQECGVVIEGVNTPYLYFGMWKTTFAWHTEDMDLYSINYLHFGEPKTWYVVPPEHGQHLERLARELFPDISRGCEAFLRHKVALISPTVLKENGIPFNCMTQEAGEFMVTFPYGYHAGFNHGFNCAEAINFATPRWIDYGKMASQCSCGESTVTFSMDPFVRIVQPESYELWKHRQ
# HTT cytoprotect = qHTS Multiplex Assay to Identify Dual Action Probes in a Cell Model of Huntington: Cytoprotection (ATP); PC12 HTT-Q103 induced, cytoprotection, ATP luminescence, 40 h; Potency, µM (doses to about 56.4 µM), without a hit: cytoprotection (ATP increase), actives largely listed as activators; 0.14% of 230,000 active; AID 1471, 2008;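 further: % of control where 0% means no effect; nearly all actives have a fitted effect of over 45% in size; toxic huntingtin expression switched on by the ecdysone agonist tebufenozide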
#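 Cells were plated at 1500 per well in phenol red-free DMEM with 5% equine and 5% calf serum. Tebufenozide (100 nM final) and compounds were added, then ATPlite reagent, and luminescence was read.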
# ALDH1A1 block = qHTS Assay for Inhibitors of Aldehyde Dehydrogenase 1 (ALDH1A1); 7.3% of 220,000 active; Aldehyde dehydrogenase 1A1 (Homo sapiens), P00352; Purified ALDH1A1, NADH fluorescence, propionaldehyde substrate; Potency, µM (highest dose often 75.3 µM), for the others: at the highest dose activity, negative = inhibition, most hits filed as inhibitors; AID 1030, 2008; active means well fitted inhibition curve with a large enough effect, not every such curve was filed as active; inconclusive means small, poorly fitted or top-dose-only effect, or another doubt; inactive means no such curve, though single readings can be large or run the other way;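 further: plate controls were no enzyme wells and a reference inhibitor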
# Target sequence (P00352 whole entry, looked up): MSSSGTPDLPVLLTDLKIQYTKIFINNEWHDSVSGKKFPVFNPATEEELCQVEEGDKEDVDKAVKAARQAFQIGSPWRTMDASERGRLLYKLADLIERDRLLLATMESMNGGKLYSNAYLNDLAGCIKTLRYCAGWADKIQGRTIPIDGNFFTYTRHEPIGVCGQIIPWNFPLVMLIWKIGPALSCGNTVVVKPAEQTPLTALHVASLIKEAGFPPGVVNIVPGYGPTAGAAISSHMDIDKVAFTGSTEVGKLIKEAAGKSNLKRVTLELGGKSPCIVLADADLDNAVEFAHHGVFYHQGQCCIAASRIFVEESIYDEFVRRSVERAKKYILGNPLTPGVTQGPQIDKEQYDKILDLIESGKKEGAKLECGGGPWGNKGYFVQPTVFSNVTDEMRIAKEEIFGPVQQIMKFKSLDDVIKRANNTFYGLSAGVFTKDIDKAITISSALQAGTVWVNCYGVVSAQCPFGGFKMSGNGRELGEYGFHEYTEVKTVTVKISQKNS
# SMN2 splice enh = qHTS Assay for Enhancers of SMN2 Splice Variant Expression; HEK293 SMN2-luciferase splicing reporter, luminescence, 30-36 h; Potency, µM (titrated, usually from 46.1 µM), for inactives: at the top dose activity change, positive = activation, hits mostly activators; 2.8% of 210,000 active; AID 1458, 2008; further: % of control where 0% means no effect; nearly all actives have a fitted effect of over 55% in size
#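 HEK293 cells carry an SMN2 minigene-luciferase reporter in which exon 7 inclusion puts luciferase in frame. Cells were seeded at 2000 cells/well, attached for 10-12 hours, then exposed to compounds for 30-36 hours at 37C before ONE-Glo luminescence.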
# Tau ThT inhib = qHTS for Inhibitors of Tau Fibril Formation, Thioflavin T Binding. recombinant tau K18 P301L, heparin-induced fibrillization, ThT fluorescence. Potency, µM (doses to about 57.4 µM), inactives show top-dose activity, negative = inhibition, usual class: inhibitors. 2.1% of 270,000 active. AID 1460, 2008; further: on the % scale 0 is the no-effect control and ±100 the full control effect; nearly all actives have a fitted effect of over 55% in size
#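 K18 P301L tau (15 uM + 0.24 uM Alexa 594-tagged), heparin 20 uM, NaOAc pH 7, 6 h 37 C; ThT 30 uM, 1 h RT, ex 450/em 510 nm.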
# HTT aggregate = qHTS Multiplex Assay to Identify Dual Action Probes in a Cell Model of Huntington: Aggregate Formation (GFP) | 1.1% of 220,000 active | Potency, µM (doses to about 46.1 µM), without a hit: at the top dose activity change, negative = inhibition, most hits filed as inhibitors | PC12 HttQ103-GFP aggregates, Acumen cytometry, 40 h; further: on the % scale 0 is the no-effect control and ±100 the full control effect; nearly all actives have a fitted effect of over 60% in size
#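 PC12 cells with ecdysone-inducible HTT exon1 Q103-GFP, induced by 100 nM tebufenozide, given compounds in a concentration series. GFP aggregates (1–25 um, 6 SD above background) counted in lysates by laser-scanning cytometry, 488 nm excitation.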
# Tau fluor cs = Counterscreen qHTS for Inhibitors of Tau Fibril Formation, Fluorescence Polarization; tau K18 P301L (four-repeat tau fragment) Alexa594 fluorescence, heparin fibrillization; Potency, µM (doses to about 57.7 µM), for the others: at the top dose activity change, negative = decrease; 0.93% of 280,000 active; AID 1463, 2008; further: on the % scale 0 is the no-effect control and ±100 the full control effect; nearly all actives have a fitted effect of over 55% in size
#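 Human K18 P301L tau (15 uM unlabeled plus 0.24 uM Alexa 594-labeled, final) in 100 mM sodium acetate pH 7 was mixed with compound and 20 uM heparin and incubated 6 hr at 37 C.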
# Numbers without * were called inactive; ? = inconclusive; . = no result given; [ ] = dose if it differs, or a comment. Unless noted, the call rests on the fitted dose curve; in most records, active means well fitted curve in the direction sought with a large enough effect; inconclusive means small, poorly fitted or top-dose-only effect, or another doubt; inactive means no such curve, though single readings can be large; an effect the other way counts as inactive or inconclusive. Potency means the concentration at half of the fitted maximal effect. An excerpt; rates above refer to the full screens.
Molecule,Tau fibril FP,JMJD2E inh,HTT cytoprotect,ALDH1A1 block,SMN2 splice enh,Tau ThT inhib,HTT aggregate,Tau fluor cs
COC(=O)c1ccc(CNC(=O)c2nc(Cn3nc(C)c(Br)c3C)no2)cc1,-5.3%,.,.,.,-4.5%,?,.,-28.4%
COc1cc2c(cc1OC)C(CCc1ccccc1)=NCC2,-10.9%,?,3.5%[10 µM],.,.,-13.8%,-28.4%[9.22 µM],-6.2%
COc1ccc(-c2nnnn2-c2ccccc2OC)cc1,1.4%,4.0%,-4.3%,7.94µM*,0.2%,-2.1%,18.1%,1.6%
CN(C)CCNC(=O)c1onc(CSc2ccc(F)c(F)c2)c1C(=O)NCCN(C)C,3.4%,5.4%,6.0%[10 µM],.,.,1.8%,-11.4%[9.22 µM],5.5%
CCOc1ncccc1C(=O)OCC(=O)Nc1ccc(S(=O)(=O)N2CCOCC2)cc1,-6.6%,-2.4%,4.7%[10 µM],6.9%,.,1.5%,-14.4%,-13.5%
Cc1cccc(NC(=O)Nc2ccc(F)cc2)n1,-11.7%,.,.,.,-3.6%,-9.2%,.,-8.6%
N#CCC(N)=C(C#N)C#N,7.6%,7.94µM*,.,-14.5%,-9.6%,?,-19.0%,-24.0%
Cc1cc(C(=O)NNc2ccc(Cl)cc2)no1,-1.9%,-23.6%,-5.4%[10 µM],?,.,-6.5%,14.8%[9.22 µM],-3.4%
NC(=O)Nc1ccc2c(c1)OCCO2,5.8%,-3.5%,-20.1%,8.4%,17.2%,-7.0%,-5.6%,-5.5%
COc1cccc(C2/C(=C(/O)c3ccc(F)cc3)C(=O)C(=O)N2CCN(C)C)c1 (stereo unspecified),-1.1%,-5.6%,8.4%,?,21.3%,-8.0%,-3.5%,-1.6%
COc1ccc(/C=N/NC(=O)CN2CCCc3ccccc32)c(OC)c1,-0.7%,-2.0%,13.6%[10 µM],.,.,?,-0.4%[9.22 µM],-22.8%
O=C(NC(=S)NCc1nc2ccccc2[nH]1)c1ccc(F)cc1,-1.7%,?,-4.9%[10 µM],?,6.7%,-9.0%,?,-10.3%
COc1ccc(S(=O)(=O)Nc2ccc3oc(C)c(C(C)=O)c3c2)cc1,0.4%,-1.9%,-29.4%,?,-49.4%[inhibitor],-7.7%,-20.9%[9.22 µM],-18.7%
c1csc(-c2noc(CN3CCN4CCCC4C3)n2)c1 (stereo unspecified),-1.1%,4.1%,24.3%[10 µM],2.9%,.,-8.1%,10.5%[9.22 µM],-6.8%
COc1ccc(Nc2cc(C(=O)NCc3cccnc3)c3ccccc3n2)c(OC)c1,12.2%,-1.7%,-49.4%[inhibitor],6.0%,-8.4%,?,9.7%,?
CCOC(=O)c1sc(Nc2ccccc2Cl)nc1C,11.8%,-17.2%,2.2%[10 µM],.,.,.,7.7%[9.22 µM],?
CCCNC(=O)COc1cccc(C(=O)NCc2ccccc2)c1,2.7%,1.5%,.,?,-11.1%,1.6%,16.9%,0.1%
CC1(C)C(=O)Nc2ccccc2N1C(=O)COc1ncnc2c(Cl)cc(Cl)cc12,-14.3%,?,-11.2%,28.2µM*,.,?,-22.1%,-26.8%
O=C(Nc1cccc([N+](=O)[O-])c1)c1[nH]ncc1Cl,3.6%,0.3%,.,-6.4%,11.2µM*,-17.7%,-14.0%,-15.6%
N/C(=N\NC(=O)c1ccccc1)c1cc2ccccc2oc1=O,-0.2%,-5.7%,-17.1%,0.2%,7.0%,?,7.5%,-1.8%
CC(C)(C)c1ccc2c(c1)OC(C(=O)N/N=C\c1ccccn1)CO2 (stereo unspecified),5.6%,-8.3%,.,-3.0%,-5.4%,?,2.6%,-15.4%
Cc1ccc(NC(=O)Nc2cccn(Cc3c(F)cccc3Cl)c2=O)cc1,-1.2%,?,-31.3%[10 µM],?,-4.6%,2.0%,-21.7%[9.22 µM],-17.2%
Cc1cc(C)n(C(=O)CNC(=O)c2ccc3c(c2)OCCO3)n1,1.2%,0.3%,6.5%,0.6%,4.6%,-15.2%,8.9%,-16.7%
Cc1ccc(C(=O)n2ncn(C)c2=S)cc1,8.7%,-20.8%,-25.1%,6.31µM*,16.0%,-8.9%,-8.2%,4.5%
CCOc1ccc(C2=NC(c3cccs3)=Nc3ccc(CC)cc3N2)cc1OCC,1.9%,.,.,.,3.0%,-11.0%,.,-29.1%

# Next part:
Molecule,Tau fibril FP,JMJD2E inh,HTT cytoprotect,ALDH1A1 block,SMN2 splice enh,Tau ThT inhib,HTT aggregate,Tau fluor cs
NNC(=O)C=C1CCN(c2ncc(C(F)(F)F)cc2Cl)CC1,-6.3%,?,-1.3%[10 µM],15.8µM*,-64.0%[inhibitor],-15.8%,13.2%,-4.5%
Cc1cc(Cl)c(S(=O)(=O)N2CCN(c3ccccn3)CC2)cc1OCC(=O)NC1CCCCC1,7.0%,-8.3%,2.5%[10 µM],.,.,-8.4%,-1.6%[9.22 µM],-8.1%
COc1ccccc1CNC(=O)CCc1c(C)nc2c(c(C)nn2-c2ccc(C)c(C)c2)c1C,0.3%,.,.,.,-7.1%,-2.0%,.,-7.6%
NC(=O)C1(N2CCCCC2)CCN(S(=O)(=O)c2cc(Cl)ccc2Cl)CC1,-9.9%,-1.0%,-9.0%,-3.3%,-7.3%,-15.2%,16.5%,-21.6%
Cc1ccccc1C(=O)Nc1nc(SCc2ccc(Cl)cc2)n[nH]1,-1.4%,0.4%,22.5%[10 µM],.,.,-5.5%,3.7%[9.22 µM],-13.3%
COc1ccc(S(=O)(=O)n2cnc(C)c2)cc1,-5.1%,-2.1%,-0.3%[10 µM],14.9%,.,?,13.1%[9.22 µM],-14.2%
CC(C)(C)N1CC(OC(N)=O)C1,0.0%,-0.8%,-11.1%[10 µM],.,.,0.5%,-0.9%[9.22 µM],0.1%
O=C(COc1ncnc2ccccc12)NCCCN1CCCC1=O,3.7%,?,-1.3%[10 µM],?,19.6%,-4.9%,-9.5%,1.4%
COc1ccc(Nc2nc(-c3cccs3)nc3ccccc23)cc1,15.0%,?,-19.4%[0.074 µM],?,-22.9%,?,?,10µM*[quencher]
Cc1ccc(Nc2ncc3c(n2)CC(C)(C)CC3=O)cc1,-7.6%,?,-94.8%[inhibitor],?,11.2µM*,-2.9%,-31.4%,-8.4%
Cc1nn(Cc2ccccc2Cl)c(C)c1NC(=O)C1C2CCC(O2)C1C(=O)O (stereo unspecified),5.8%,-1.3%,23.7%,?,-6.6%,0.6%,20.1%,9.7%
CCOC(=O)c1c(-c2ccccc2)csc1NC(=O)CCN1C(=O)c2ccccc2C1=O,7.6%,-1.5%,-6.7%[10 µM],?,-8.9%,2.5%,6.7%,2.1%
O=C(c1ccco1)N1N=C(c2ccc3nccnc3c2)CC1c1ccccc1 (stereo unspecified),-2.3%,6.5%,-7.1%,3.0%,0.5%,-17.9%,22.1%,-9.5%
CCNC(=S)NNc1nc(N2CCCCC2)nc(N2CCOCC2)n1,-1.4%,3.5%,-28.2%,-14.5%,-14.6%,0.9%,-11.7%,-2.9%
COc1ccc(NC(=O)c2oc3ccccc3c2NC(=O)c2cc3ccccc3o2)cc1,?,.,.,.,-5.0%,13.1%,.,?
CCOC(=O)C(NC(=O)c1ccc(Cl)cc1Cl)(Nc1ccc(C)cc1)C(F)(F)F (stereo unspecified),1.6%,9.5%,-50.4%[inhibitor],4.6%,4.4%,-11.0%,-7.9%,-4.9%
CC(C)NC(=O)CSc1c2c(nc3ccccc13)CCCC2,19.5%,-13.5%,23.2%[10 µM],6.5%,.,?,?,10.6%
O=C(c1ccccc1)N1CCC(O)(c2cccnc2)CC1,-1.6%,-4.2%,7.2%,?,-12.3%,0.3%,-5.4%,-5.7%
N#C/C(=C\c1ccc(N2CCCC2)c([N+](=O)[O-])c1)c1nc2ccccc2[nH]1,-4.8%,0.7%,-29.3%,?,-10.8%,2µM*,-4.7%,?
COc1ccc(OC(=O)c2cc(S(=O)(=O)N3CCCC3)ccc2Cl)cc1,-2.1%,-1.4%,-12.1%,-12.6%,22.6%,-15.5%,-3.2%,?
CCCCN(CCCC)CCCNC(=O)C1CC(c2ccc(C(F)(F)F)cc2)=NO1 (stereo unspecified),-0.9%,11.7%,7.9%[10 µM],.,.,5.9%,9.6%[9.22 µM],1.7%
Cc1[nH]c2ccccc2c1NC(=O)CN1CCN(c2cccc(C(F)(F)F)c2)CC1,8.7%,?,-10.7%,?,-6.5%,?,-24.3%,?
COc1ccc(C(=O)NCC(=O)N/N=C(C)\C=C\c2ccccc2)cc1OC,5.4%,0.8%,-26.7%,5.8%,2.6%,-7.8%,-17.2%,-2.4%
CC(C)CC(NC(=O)CC12CC3CC(CC(C3)C1)C2)C(=O)NC1=NCCS1 (stereo unspecified),-13.2%,-3.4%,-25.9%,-1.0%,.,-3.2%,-3.7%,-8.2%
Cc1ccccc1CN(C)CC(=O)Nc1c(C)cccc1C(C)C,-0.8%,1.9%,-14.9%,2.9%,.,-9.6%,-8.2%,-11.4%
CSCC[C@@H](C(=O)NCc1cccs1)N1Cc2ccccc2C1=O,12.0%,3.5%,-31.6%,18.4%,-9.8%,-4.5%,2.1%,-7.9%
